# BRCT PPI red: BRCT-phosphoprotein interaction inhibition (red fluorophore). P38398. 0.03% of 75,000 active. BRCT-phosphopeptide binding, red fluorescence polarization. Potency, µM (highest dose often 76.9 µM), without a hit: at the highest dose activity change, negative = inhibition, most hits filed as inhibitors. AID 892; also: % is scaled to controls: 0 for no effect and ±100 for the full control effect
#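 Rhodamine-labelled pBACH1 10-mer (100 nM) bound to BRCT domain (100 nM) at pH 7.3; compounds incubated 12 min room temperature, polarization read. Free peptide defines full inhibition; unlabelled decapeptide titrated as control.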
# Casp1 inh: allosteric or competitive inhibitors of human caspase-1. P29466. Caspase-1 enzyme, Ac-WEHD-AFC fluorogenic rate. Potency, µM (highest dose often 57.5 µM), without a hit: at the highest dose activity change, negative = inhibition, actives largely listed as inhibitors. 0.03% of 75,000 active. AID 900;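 also: potency is read from the fitted curve at half-maximal effect; plate controls were vehicle for no effect and no substrate for full effect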
# Tau fil binding: tau filament binding; 2% of 71,000 active; recombinant tau filaments, thioflavin S fluorescence, 15 h; filaments grown with octadecylsulfate alongside compound; P10636; Potency, µM (top dose mostly 57.1 µM), for the others: at the highest dose activity change, negative = inhibition; AID 596;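 also: potency is read from the fitted curve at half-maximal effect; % is scaled to controls: 0 for no effect and ±100 for the full control effect; actives lower thioflavin S fluorescence by blocking filaments or displacing dye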
# Target sequence (P10636 whole entry, looked up): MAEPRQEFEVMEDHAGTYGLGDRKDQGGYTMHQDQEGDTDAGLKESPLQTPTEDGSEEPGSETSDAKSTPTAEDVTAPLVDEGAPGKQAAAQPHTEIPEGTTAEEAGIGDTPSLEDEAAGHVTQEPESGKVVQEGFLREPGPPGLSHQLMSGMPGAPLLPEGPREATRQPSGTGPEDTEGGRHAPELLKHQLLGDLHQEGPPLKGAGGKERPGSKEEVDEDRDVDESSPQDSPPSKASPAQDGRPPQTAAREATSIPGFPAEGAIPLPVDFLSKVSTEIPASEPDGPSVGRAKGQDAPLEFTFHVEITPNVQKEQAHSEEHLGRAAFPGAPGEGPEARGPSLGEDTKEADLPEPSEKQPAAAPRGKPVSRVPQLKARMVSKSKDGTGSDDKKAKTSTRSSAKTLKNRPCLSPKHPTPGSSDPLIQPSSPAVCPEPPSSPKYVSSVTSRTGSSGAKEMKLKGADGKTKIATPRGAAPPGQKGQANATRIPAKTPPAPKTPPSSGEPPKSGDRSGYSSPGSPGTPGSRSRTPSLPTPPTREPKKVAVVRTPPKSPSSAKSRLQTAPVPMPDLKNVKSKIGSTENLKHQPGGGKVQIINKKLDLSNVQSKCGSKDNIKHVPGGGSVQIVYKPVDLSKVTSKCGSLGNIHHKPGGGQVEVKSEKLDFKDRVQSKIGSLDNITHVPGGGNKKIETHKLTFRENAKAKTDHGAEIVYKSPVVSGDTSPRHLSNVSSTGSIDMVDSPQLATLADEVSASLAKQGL
#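 Read-out: ThS fluorescence, 450 nm excitation/510 nm emission; lower signal marks blocked filament formation or displaced dye. Tau at 1 uM with 30 uM ODS, 10 uM ThS, 5 mM DTT, 100 mM NaCl, 10 mM HEPES pH 7.4; 15 h, 37 C.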
# Luciferase inh: inhibitors of firefly luciferase | purified firefly luciferase, luminescence, 8 min | Potency, µM (top dose mostly 57.1 µM), for the others: top-dose activity change, negative = inhibition, actives largely listed as inhibitors | 2.2% of 72,000 active; also: potency is read from the fitted curve at half-maximal effect; % is scaled to controls: 0 for no effect and ±100 for the full control effect; nearly all actives have a fitted effect of over 40% in size
#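 Here, luciferase activity is measured as luminescence following an 8 min room-temperature reaction at 10 uM ATP, pH 7.2. Every library sample is titrated.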
# A350 fluor: A350 region autofluorescence | 11% of 59,000 active | Compound autofluorescence, 340/450 nm, Alexa 350 dye-equivalents; stronger effect = higher value | max dye-equivalent concentration, M; in the data active = max dye-equivalent concentration above about 10 nM; inconclusive = mostly about 1.1 nM to 9.6 nM
# BRCT inh green: BRCA1 BRCT-phosphoprotein interaction inhibition; AID 875; BRCA1 BRCT-phosphopeptide binding, green fluorescence polarization; Potency, µM (doses to about 76.9 µM), for inactives: at the top dose activity change, negative = inhibition, hits mostly inhibitors; P38398; 0.05% of 75,000 active;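 also: potency is read from the fitted curve at half-maximal effect; plate controls were peptide without protein for full effect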
#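 Compounds were incubated for 12 min at room temperature with a complex of 100 nM fluorescein-tagged pBACH1 decapeptide and 250 nM His-tagged BRCT protein. Buffer was phosphate pH 7.3 with EDTA, DTT and Tween 20. Disruption of binding lowers the polarization signal.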
# USP2a inh: USP2a (human) protease inhibition | Potency, µM (titrated, usually from 38.3 µM), for the others: top-dose activity change, negative = inhibition, usual class: inhibitors | 0.1% of 60,000 active | USP2a enzymatic assay, qHTS inhibition;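 also: potency is read from the fitted curve at half-maximal effect; nearly all actives have a fitted effect of over 60% in size; plate controls were DMSO for no effect and NEM full inhibition control for full effect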
#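 USP2 core (20nM final) preincubated 30 min RT with compound, then Ub-PLA2 20nM and NBD C6-HPC 20uM final added; buffer 20mM Tris-HCl pH 8.0, 2mM CaCl2. Fluorescence Ex 460/Em 535 read at 0 and 2.5 h; normalized to NEM.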
# CRE Fsk mod: modulators of forskolin-stimulated CRE signaling in CHO cells; Potency, µM (doses to about 38.2 µM), without a hit: at the top dose activity change, negative = inhibition, usual class: activators; CHO CRE-bla reporter (cAMP response element driving beta-lactamase), forskolin EC10, beta-lactamase ratio; AID 662; 2.5% of 71,000 active; active = well fitted activation curve with a large enough effect in the signal ratio, with a control signal flat, not every such curve was filed as active; inconclusive = small, poorly fitted or top-dose-only effect, or effect the other way, or a change in a side signal; the % refers to the signal ratio; also: potency is read from the fitted curve at half-maximal effect; % of control where 0% means no effect
#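 AC50 values, positive or negative, reflect shifts in EC10 NKH 477-induced CRE-bla reporter activity in CHO cells. Incubation lasted 3 h at 37 °C before CCF4 substrate (2 h, room temperature) and ratiometric 460/530 nm reading.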
# Caspase-7 inhib: blocks human caspase-7 allosterically or competitively. P55210. recombinant caspase-7, Ac-DEVD-AFC fluorescence rate. Potency, µM (titrated, usually from 57.5 µM), for the others: at the top dose activity change, negative = inhibition, most hits filed as inhibitors. 0.02% of 75,000 active. AID 889; active = well fitted inhibition curve with a large enough effect in the main read-out, with a control signal flat, not every such curve was filed as active; inconclusive = small, poorly fitted or top-dose-only effect, or a change in a side signal; also: potency is read from the fitted curve at half-maximal effect; % of control where 0% means no effect
# Target sequence (P55210 24-198 limits assumed): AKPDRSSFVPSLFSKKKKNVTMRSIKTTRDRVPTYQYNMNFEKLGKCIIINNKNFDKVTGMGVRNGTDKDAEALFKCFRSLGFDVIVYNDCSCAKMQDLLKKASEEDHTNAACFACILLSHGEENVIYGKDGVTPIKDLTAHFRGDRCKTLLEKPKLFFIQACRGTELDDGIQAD
# Target sequence (P55210 207-303 limits assumed): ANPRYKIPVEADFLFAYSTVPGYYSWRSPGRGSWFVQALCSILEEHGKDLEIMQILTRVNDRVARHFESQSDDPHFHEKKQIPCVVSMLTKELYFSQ
# ERK AVP block: inhibitors of vasopressin-stimulated ERK signaling pathway. HEK293-V1b, vasopressin-stimulated pERK AlphaScreen. Potency, µM (doses to about 57.5 µM), for inactives: top-dose activity, negative = inhibition, most hits filed as inhibitors. 0.99% of 72,000 active. AID 995; also: potency is read from the fitted curve at half-maximal effect; % is scaled to controls: 0 for no effect and ±100 for the full control effect; nearly all actives have a fitted effect of over 55% in size
#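 Overnight-seeded V1b-HEK293 cells in 1% FBS got compound, then vasopressin (25 nM final, 5 min, 37C), then lysis buffer. AlphaScreen detection of phospho-ERK; activity normalized to basal and full-stimulation controls.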
# HEK293 cAMP cs: parental HEK293 cAMP activation (counter-screen) | 2.5% of 73,000 active | parental HEK293 CNG cAMP sensor, membrane potential fluorescence | Potency, µM (doses to about 57.1 µM), without a hit: at the highest dose activation, usual class: activators; also: potency is read from the fitted curve at half-maximal effect; % of control where 0% means no effect; nearly all actives have a fitted effect of over 55% in size
#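 Parental HEK 293 cells stably expressing a cAMP-gated CNG channel were loaded with membrane potential dye containing 100 uM RO 20-1724 for 60 min. Compound added for 30 min; depolarization read as fluorescence intensity at 590 nm.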
# Numbers without * were called inactive; i = inactive; u = inconclusive; x = not tested or not shown; & = joins results of further samples; [ ] = dose if it differs, or a comment. Unless noted, calls follow the shape of the dose curve; as a rule, active = well fitted curve in the direction sought with a large enough effect; inconclusive = small, poorly fitted or top-dose-only effect, or another doubt; inactive = no such curve, though single readings can be large; an effect the other way counts as inactive or inconclusive.
SMILES,BRCT PPI red,Casp1 inh,Tau fil binding,Luciferase inh,A350 fluor,BRCT inh green,USP2a inh,CRE Fsk mod,Caspase-7 inhib,ERK AVP block,HEK293 cAMP cs
O=C(CN(Cc1ccccc1F)C(=O)c1ccco1)NCc1ccc(F)cc1,-0.4%,-2%,-1%,4%,i,-3.1%,7%,4%,0%,-8%,26%
CCc1cc(=O)oc2cc(OC(C)C(=O)O)c(Cl)cc12 (stereo unspecified),-0.3%,-1%,2%,0%,3.3e-08M*,0.5%,-10%,10%,-1%,-2%,-3%
CCSc1oc(-c2ccco2)nc1S(=O)(=O)c1ccccc1,0.4%,-2%,-6%,2%,i,2.7%,0%,21%,-6%,12%,20%
CCOc1ccccc1N(CC(=O)N1CCOCC1)S(=O)(=O)c1ccc(SC)cc1,-0.3%,0%,-9%,2%,u,1.2%,-4%,0%,0%,-23%,u
C=CCn1c(CC#N)nnc1N1CCOCC1,-2.2%,1%,-3%,5%,i,-2.0%,-5%,-2%,-2%,-6%,-1%
O=C(CN1CCOCC1)N1CCN(S(=O)(=O)c2ccccc2)C1c1ccccc1 (stereo unspecified),1.4%,0%,1%,1%,i,-0.3%,1%,u,-1%,-16%,u
CN1C(C(=O)Nc2ccccn2)=C(O)c2ccccc2S1(=O)=O,-1.7%,-2%,-17%,1%[25.5 µM],i,-4.2%,31%[activator],-6%,-3%,8%,-1%
Cn1c(=N)n(CC(O)c2cccc3ccccc23)c2ccccc21 (stereo unspecified),-1.2%,-1%,20%,0%,i,0.5%,-3%,-6%,1%,16%,u
CC(=O)OCc1cc2cc(C)ccc2[nH]c1=O,0.4%,-3%,-7%,-1%,u,0.4%,26%,4%,-2%,-5%,1%
N#Cc1ccc(CN2CCC3(CC2)CCN(C(=O)c2csnn2)CC3)cc1,0.7%,-1%,7%,-2%[11.4 µM],i,-2.3%,16%,4%,-1%,-24%,u
CC(O)c1cccc(NC(=O)CCC(=O)O)c1 (stereo unspecified),1.2%,0%,20%[11.4 µM],0%,x,-0.4%,0%[7.66 µM],u,1%,1%,0%[11.4 µM]
Cn1c(=O)cc(SCC(=O)NCC2COc3ccccc3O2)c2ccccc21 (stereo unspecified),0.7%,1%,14%,2%,i,-1.3%,27%,6%,0%,-12%,8%
CCN1CCCC1CNC(=O)Cn1cnc2sc(C)c(S(=O)(=O)N3CCC(C)CC3)c2c1=O (stereo unspecified),-1.7%,2%,16%,0%,i,0.7%,15%,10%,-4%,15%,3%
O=C1OCc2cc(NS(=O)(=O)c3cccs3)ccc21,0.5%,1%,0%,0%,i,-0.6%,0%,-7%,0%,1%,4%
CC(=O)NCC(=O)OC(C)C(=O)Nc1ccc(C(C)=O)cc1 (stereo unspecified),0.1%,0%,8%,2%,1.8e-07M*,-0.6%,-3%,-4%,0%[0.00368 µM],-9%,-5%
O=C(Cn1cnc2c(oc3ccccc32)c1=O)c1ccccc1,-0.6%,-1%,2%,-12%,u,1.5%,6%,-4%,-2%,-3%,29%
CN(C)c1ncc2nc(CCc3ccccc3)c(=O)n(Cc3ccc(F)cc3)c2n1,0.3%,-8%,103%,1%[11.4 µM],2.6e-08M*,35%[activator],49%[activator],u,u,35%[activator],u
CCOc1ccc(OCC)c2sc(C)nc12,0.2%,0%,13%,1%,i,0.2%,4%,u,1%,u,5%
Cc1noc(C)c1CSc1nc2ccccc2c(=O)n1-c1ccc(F)cc1F,0.4%,-3%,1%,-1%,i,-0.4%,-3%,u,-1%,u,16µM*
C=CCOC(=O)C(C(C)=O)C(NC(=O)OC)c1ccc(F)cc1 (stereo unspecified),1.6%[15.4 µM],-2%[11.5 µM],x,x,x,-2.4%[15.4 µM],x,x,-1%[11.5 µM],13%[11.5 µM],9%[11.4 µM]
COc1ccc(CN(CC(=O)NCc2ccco2)C(=O)CCC(=O)Nc2nccs2)cc1,1.3%,-1%,6%,-5%,i,-2.7%,3%,-6%,1%,0%,0%
CCn1c(COc2cccc(C)c2)nnc1SCC(=O)Nc1cccc(C(=O)OC)c1,0.5%,-3%,15%,-2%,i,-2.3%,16%,-9%,-2%,-29%,u
COc1ccccc1NC(=O)CNC(=O)c1ccccc1,-1.6%,-2%,-2%,-1%,i,0.0%,-5%,-2%,-5%,2%,1%
CCSc1nnc(-c2ccc(OC)cc2)o1,-0.9%,1%,-1%,u,i,-0.9%,0%,2%,0%,-3%,7%

# A350 fluor, entries above that show a hit.
SMILES | BRCT PPI red | Casp1 inh | Tau fil binding | Luciferase inh | A350 fluor | BRCT inh green | CRE Fsk mod | Caspase-7 inhib
CCc1cc(=O)oc2cc(OC(C)C(=O)O)c(Cl)cc12 (stereo unspecified) | -0.3% | -1% | 2% | 0% | 3.3e-08M* | 0.5% | 10% | -1%
CC(=O)NCC(=O)OC(C)C(=O)Nc1ccc(C(C)=O)cc1 (stereo unspecified) | 0.1% | 0% | 8% | 2% | 1.8e-07M* | -0.6% | -4% | 0%[0.00368 µM]
CN(C)c1ncc2nc(CCc3ccccc3)c(=O)n(Cc3ccc(F)cc3)c2n1 | 0.3% | -8% | 103% | 1%[11.4 µM] | 2.6e-08M* | 35%[activator] | u | u

# (continued)
SMILES,BRCT PPI red,Casp1 inh,Tau fil binding,Luciferase inh,A350 fluor,BRCT inh green,USP2a inh,CRE Fsk mod,Caspase-7 inhib,ERK AVP block,HEK293 cAMP cs
COc1ccccc1-c1cc(C(F)(F)F)nc(S(=O)(=O)CCCC(=O)NC(C)C)n1,-0.6%,-3%,-6%,2%,6.4e-08M*,1.3%,6%,u,2%,-15%,14%
Cc1cccc2cc(CN(Cc3nnnn3Cc3ccccc3)C3CCCC3)c(=O)[nH]c12,-1.6%,-14%,-17%,-1%,u,11%,25%,-15%,-19%,14%,u
C=CCSc1nc2c(cc1C#N)CCC2,-0.9%,-4%,6%,-4%,i,5.2%,-6%,-3%,-1%,-11%,u
CSc1nc2c(c(=O)n1-c1ccc(C)cc1)SCC2,-1.2%,-1%,32%,-3%,i,-1.6%,3%,u,-2%,-14%,18%
Cc1ccc(C)c(O)c1,0.7%,-1%,0%,x,x,-0.8%,x,-8%,1%,-18%,-17%
CC(=O)Oc1ccc(/C=c2\sc3ncnn3c2=O)cc1,-0.2%,-3%,-2%,-2%,i,6.6%,-6%,-3%,3%,10%,0%
c1ccc(Nc2nc(N3CCOCC3)nc(N3CCOCC3)n2)cc1,0.7%,-2%,x,x,x,-0.5%,x,x,-1%,x,-10%
O=C1Nc2ccccc2C12OCCS2 (stereo unspecified),-0.5%,-4%,-6%,-1%,u,0.1%,-4%,-11%,1%,4%,7%
COC(=O)c1sc(=S)sc1C(=O)OC,-1.0%,0%,5%,-3%,i,-1.2%,2%,u,-2%,5%,u
O=C1c2ccccc2C(=O)c2c(NC3CCCCC3)ccc(Nc3ccc(S(=O)(=O)O)cc3)c21,-22%[15.4 µM],-15%[11.5 µM],3.2µM*,-13%[11.4 µM],i,-17%[15.4 µM],x,-2%[7.6 µM],-9%[11.5 µM],u,-11%[11.4 µM]
Oc1ccc(Cn2c(-c3ccc(O)cc3)nc3ccccc32)cc1,-3.2%[15.4 µM],1%[11.5 µM],6%[11.4 µM],2%[11.4 µM],u,-1.4%[15.4 µM],x,-2%[7.6 µM],1%[11.5 µM],-7%[11.5 µM],-1%[11.4 µM]
CC(C)(c1ccc(O)cc1)c1ccc(O)cc1,-0.7%&1.4%,3%&-4%,-13%&-14%,x,x,0.0%&1.8%,x,-10%&-2%,-1%&-1%,8%&-5%,-10%&-7%

# Retrieved by compound from above (5):
SMILES,BRCT PPI red,Casp1 inh,Tau fil binding,Luciferase inh,A350 fluor,BRCT inh green,USP2a inh,CRE Fsk mod,Caspase-7 inhib,ERK AVP block,HEK293 cAMP cs
Oc1ccc(Cn2c(-c3ccc(O)cc3)nc3ccccc32)cc1,-3.2%[15.4 µM],1%[11.5 µM],6%[11.4 µM],2%[11.4 µM],u,-1.4%[15.4 µM],x,-2%[7.6 µM],1%[11.5 µM],-7%[11.5 µM],-1%[11.4 µM]
Cc1ccc(C)c(O)c1,0.7%,-1%,0%,x,x,-0.8%,x,-8%,1%,-18%,-17%
Cc1cccc2cc(CN(Cc3nnnn3Cc3ccccc3)C3CCCC3)c(=O)[nH]c12,-1.6%,-14%,-17%,-1%,u,11%,25%,-15%,-19%,14%,u
COC(=O)c1sc(=S)sc1C(=O)OC,-1.0%,0%,5%,-3%,i,-1.2%,2%,u,-2%,5%,u
c1ccc(Nc2nc(N3CCOCC3)nc(N3CCOCC3)n2)cc1,0.7%,-2%,x,x,x,-0.5%,x,x,-1%,x,-10%

# High-throughput results (PubChem)
